Bioassay records as filed in PubChem.
NPY-Y2 PAM-ag – potentiates or activates human NPY-Y2 receptor; cells expressing NPY-Y2, potentiator/agonist read-out; activation, % at 3.6 µM; 220,000 compounds, 0.45% hits; in the data active means activation above about 27%;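 further: cells stimulated with NPY near EC25 plus isoproterenol at EC100; 0% = vehicle plus submaximal agonist and 100% = vehicle plus saturating agonist; some results beyond the cut were filed as inactive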
Target sequence (P49146 whole entry, looked up): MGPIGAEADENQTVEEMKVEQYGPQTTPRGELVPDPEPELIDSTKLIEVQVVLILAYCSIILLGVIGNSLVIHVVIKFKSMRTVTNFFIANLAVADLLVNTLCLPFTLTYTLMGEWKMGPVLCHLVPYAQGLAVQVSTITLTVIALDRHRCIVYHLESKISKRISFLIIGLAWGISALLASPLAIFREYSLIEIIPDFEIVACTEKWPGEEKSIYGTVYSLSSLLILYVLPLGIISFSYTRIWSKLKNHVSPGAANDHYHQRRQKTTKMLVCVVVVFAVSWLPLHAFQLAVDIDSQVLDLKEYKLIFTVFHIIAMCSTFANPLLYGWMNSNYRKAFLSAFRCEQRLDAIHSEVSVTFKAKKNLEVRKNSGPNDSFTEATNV
CHOP inh – inhibitors of CHOP induction in ER stress response | AID 2732 | inhibition, % at 10 µM | CHO-K1 CHOP-promoter luciferase, tunicamycin-induced, 15-18 h | 220,000 compounds, 3.8% hits;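 active means compounds that reduced the stress-induced luciferase reporter signal by more than about 70% of percent inhibition, limit read from the data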;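 further: 0% = tunicamycin plus vehicle and 100% = wells without tunicamycin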
EP2 mod – modulates human prostaglandin E2 receptor EP2 signaling; EP2-expressing cells, cAMP HTRF FRET, PGE2 co-stimulation; induction, % at 25 µM; 260,000 compounds, 0.83% hits; AID 940;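 active means compounds whose cAMP rise, as percent of the full-agonist control response, exceeds 60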;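 further: rat C6 glioma line stably carrying human EP2 under a CMV promoter; the protocol text gives 20 µM as final concentration; 100% = response of wells given 1 µM PGE2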
NPY Y1 blocker – blocks the human neuropeptide Y Y1 receptor; 200,000 compounds, 1% hits; inhibition, % at 3.6 µM; HEK293-CNG Y1 cells, membrane potential fluorescence; NPY at EC95, then isoproterenol; P25929; AID 1040;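 active means inhibition above the campaign mean inhibition of all tested compounds plus 3 SD, cut at about 20% in these data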;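 further: 0% = DMSO wells given NPY plus isoproterenol and 100% = isoproterenol alone without NPY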
Target sequence (P25929 whole entry, looked up): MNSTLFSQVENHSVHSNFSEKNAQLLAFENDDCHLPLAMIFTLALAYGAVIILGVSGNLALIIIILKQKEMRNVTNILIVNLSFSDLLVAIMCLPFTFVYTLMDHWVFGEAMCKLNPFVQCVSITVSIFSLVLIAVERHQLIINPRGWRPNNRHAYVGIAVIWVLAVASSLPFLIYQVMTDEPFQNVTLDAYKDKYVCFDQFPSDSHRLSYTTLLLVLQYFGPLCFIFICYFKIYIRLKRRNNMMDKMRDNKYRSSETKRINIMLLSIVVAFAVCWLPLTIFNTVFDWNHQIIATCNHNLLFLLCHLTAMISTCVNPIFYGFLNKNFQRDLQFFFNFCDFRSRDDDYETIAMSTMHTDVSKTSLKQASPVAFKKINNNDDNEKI
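Test system: HEK293 cells co-expressing NPY Y1 receptor and cyclic-nucleotide gated channel; Also added: NPY (25 nM), isoproterenol (1 µM), Ro 20-1724 (25 µM); Compound dosing: one concentration, 3.6 µM, in 0.4% DMSO; Timing: dye 3 h, compound 60 min room temperature, stimulation 45 min; Technique: Membrane-potential fluorescent dye readout.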
TRPML3 agonist – agonists of human TRPML3 channel. Q8TDD5. HEK293 TRPML3-YFP, Fluo-8 calcium fluorescence; 100% = the carbachol control signal. activation, % at 3 µM. 220,000 compounds, 0.29% hits. AID 1448;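 active means activation above its plate's cutoff, the mean activation of the plate's test wells plus 3 SD, cut at about 12% in these data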;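 further: 0% = DMSO only wells and 100% = carbachol wells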
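system = HEK293 cells stably carrying human TRPML3-YFP | doses = one concentration, 3 µM nominal, 0.3% DMSO | timing = dye loading 1 h 37 °C then 30 min ambient, 125 s read | detection = Fluo-8 calcium dye fluorescence, ex 470-495, em 515-575 nm | benchmarks = high control carbachol 87 µM, low control DMSO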
NPY-Y1 PAM-ag – potentiators or agonists of human neuropeptide Y receptor Y1 | P25929 | NPY-Y1 expressing cells, potentiator/agonist activation | activation, % at 3.6 µM | 220,000 compounds, 0.37% hits; in the data active means activation above about 33%, passing the limit was not always enough;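 further: cells stimulated with NPY at EC10 then isoproterenol at EC100; 0% = low agonist plus stimulus and 100% = saturating agonist plus stimulus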
S1P4 ag – agonists of human S1P4 receptor. activation, % at 4.98 µM. 220,000 compounds, 0.35% hits. AID 1509. S1P4-expressing cell line, agonist reporter assay. O95977; in the data active means activation above about 11%;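 further: 0% = DMSO vehicle and 100% = reference agonist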
TRPN1 ag – activates the zebrafish TRPN1 channel; HEK293 zebrafish TRPN1-YFP, Fluo-8 calcium fluorescence; 100% = response to 87 µM carbachol; activation, % at 3 µM; 220,000 compounds, 0.18% hits;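 active means activation above its plate's cutoff, the mean activation of test wells on that plate plus 3 SD, cut at about 19% in these data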;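 further: 0% = DMSO alone and 100% = 87 µM carbachol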
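Control set: carbachol 87 µM as high control, DMSO as low control; system: HEK293 stable line with zebrafish TRPN1-YFP; read-out: % activation versus carbachol response; detection: intracellular calcium fluorescence with Fluo-8; doses: single test compound dose, 3 µM nominal, 0.3% DMSO; schedule: dye 1 h 37 °C plus 30 min RT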
S1P4 antag – antagonists of human S1P4 receptor; S1P4-expressing cells, antagonist mode, reporter read-out; inhibition, % at 4.98 µM; 220,000 compounds, 0.26% hits; AID 1510; in the data active means inhibition above about 29%;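 further: 0% = wells stimulated with agonist and 100% = vehicle wells without agonist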
Numbers without * were called inactive; . = no result given; & = joins results of further samples. Compounds as they come; any-hit rate near 6.5%.

No.	mol	TRPN1 ag	TRPML3 agonist	NPY Y1 blocker	CHOP inh	NPY-Y1 PAM-ag
1	Cc1ccccc1S(=O)(=O)Nc1ncnc2scc(-c3ccccc3)c12	-0.4	-0.5	-1	22	9
2	CC1CN(C2CCN(S(=O)(=O)c3ccc(F)cc3)CC2)CC(C)O1 (stereo not given)	0.4	1.6	-3	-16	0
3	O=C1CCCc2nc(N3CCN(C(c4ccccc4)c4ccccc4)CC3)ncc21	-1.7	0.5	16	8	-51
4	CC(C)(C)NC(=O)CSc1nc(-c2ccccc2)c(-c2ccccc2)[nH]1	0.8	0.9	-5	45	10
5	O=C1C(Cl)=C(N2CCOCC2)C(=O)N1c1cccc(Cl)c1	1.0	1.0	-2	-2	-4
6	Cc1ccc(NC(=O)/C(=C\C=C\c2ccccc2)NC(=O)c2ccccc2)cc1	0.1	-0.2	5	-16	-47
7	COc1ccc(C(O)P(=O)(OCCC(C)C)c2ccc(N(C)C)cc2)cc1OC (stereo not given)	0.4	-0.1	.	14	-16
8	CCOc1ccc(CC(=O)NCc2cn3c(C)csc3n2)cc1	-0.3	-0.1	3	11	-9
9	CCc1ccc(NC(=O)Cn2c(=O)n(CCCC(=O)NCc3ccco3)c(=O)c3ccccc32)cc1	1.6	0.8	-2	76*	-4
10	Cc1csc(NC(=O)CSc2nc3ccccc3s2)n1	-0.5	-0.8	6	14	-20
11	CCc1ccc(NC(=O)Cn2cnc3c(=O)n(C)c(=O)n(C)c32)cc1	0.3	0.5	-2	1	13
12	CCc1nnc(NC(=O)c2cc(-c3ccccc3)nn2-c2ccccc2)s1	3.0	-0.5	-3	-12	51

No.	NPY-Y2 PAM-ag	S1P4 antag	S1P4 ag	EP2 mod
1	9	-6	-0.1	-4
2	7	-4	-0.7	23
3	-21	8	0.2	49
4	-2	-3	-1.5	25
5	-12	-16	0.5	-22
6	-41	-21	-0.3	5
7	-9	0	-0.8	22
8	-8	-7	-2.5	1
9	-8	1	-0.5	-7
10	-18	-12	1.3	-26
11	-7	-9	0.2	-6
12	7	0	-0.3	45

Next section:
No.	mol	TRPN1 ag	TRPML3 agonist	NPY Y1 blocker	CHOP inh	NPY-Y1 PAM-ag
13	CCOC(=O)COc1c(OC)cc(Cl)cc1C1Nc2ccccc2C(=O)N1c1cccc(C)c1 (stereo not given)	-0.6	-0.8	10	-7	2
14	C/C(N)=C(/C#N)C(=O)COC(=O)c1cc(-c2cccc3ccccc23)nc2ccccc12	-3.0	0.5	-2	53	-7
15	CCOc1cccc(-c2cc(C(=O)N/N=C/c3ccc(OC)c(CN4CCOCC4)c3)c3ccccc3n2)c1	-0.7	0.4	6	-16	-45
16	O=C(CN1CCN(C/C=C/c2ccccc2)CC1)NC(=O)NC1CCCCC1	0.1	1.3	7	31	-2
17	O=C(CCC(=O)NNC(=O)COc1ccc(Br)cc1Br)NCc1ccccc1	-0.6	-0.2	6	-8	5
18	CC(C)c1ccccc1NC(=S)NCc1ccccc1F	-3.5	-0.4	-1	-13	6
19	CC(C)Oc1cc(NC(=O)CSCC(=O)Nc2cccc(C(F)(F)F)c2)c(Cl)cc1Cl	-1.4	-0.6	-9	100*	14
20	CN(CC(=O)N1CCN(c2ccc(F)cc2)CC1)S(=O)(=O)c1ccc2c(c1)c(=O)n(C)c(=O)n2C	1.0	0.3	5	-11	-8
21	CCNC(=O)CC1C(=O)N(c2ccc(F)cc2)C(=O)N1Cc1ccccn1 (stereo not given)	0.6	0.6	3	14	22
22	C=CCNC1=C(Cl)C(=O)N(c2ccccc2Cl)C1=O	-0.6	-0.7	3	12	-6
23	O=C(CSc1nnc(-c2ccccc2F)n1C1CC1)NC(=O)c1cccc([N+](=O)[O-])c1	-0.6	0.4	-6	0	2
24	CC(=O)N1CCN(S(=O)(=O)c2cccc(C(=O)Nc3ccccc3N3CCOCC3)c2)CC1	-0.6	0.4	-5	-13	7

No.	NPY-Y2 PAM-ag	S1P4 antag	S1P4 ag	EP2 mod
13	-10	3	1.0	22
14	-4	-7	0.7	3
15	-23	-3	-3.0	2
16	13	-18	2.0	-20
17	0	-15	0.8	-19
18	0	-12	0.0	-1
19	15	7	-2.2	8
20	-1	-6	3.5	-5
21	5	-2	0.0	15
22	-15	-5	0.2	18
23	11	-13	-0.3	14
24	2	7	-1.4	-32

(list continues)
No.	mol	TRPN1 ag	TRPML3 agonist	NPY Y1 blocker	CHOP inh	NPY-Y1 PAM-ag
25	O=C(Nc1cccc(Cl)c1)NC1CCCCC1	2.4	0.9	4	10	19
26	O=[N+]([O-])c1ccc(-c2nc3ccc([N+](=O)[O-])cc3[nH]2)cc1	9.2	1.9	-6	50	-9
27	Cc1noc(C)c1C(=O)OCC(=O)Nc1ccc(C(N)=O)cc1	1.1	0.5	-4	-4	-11
28	CNCCCCOc1ccccc1Cc1ccccc1	0.6	1.4	2	-1	9
29	COC(=O)Cc1[nH]nc2c1C(c1ccc(O)c(OC)c1)C(C#N)=C(N)O2 (stereo not given)	1.1	1.1	.	-3	23
30	CCOc1ccc(OCc2cccc(C(=O)N3CCCCCC3)c2)cc1	-0.3	-0.9	1	69	-28
31	O=C(O)C1CSC(c2ccco2)N1 (stereo not given)	0.9	0.1	0	26	22
32	COc1ccc(NS(=O)(=O)c2ccc3oc(SCc4ccc(F)cc4)nc3c2)cc1	-0.1	0.8	-1	96*	33
33	Cc1ccccc1NC(=O)COc1ccc2c(c1)OC(C)(C)CC2=O	1.0	-0.7	.	1	11
34	Cc1cccc2cc(CN(Cc3cccnc3)C(=O)c3ccccc3F)c(Cl)nc12	-0.4	-1.1	2	21	19
35	Cc1cc(NC(=O)c2cccnc2)ccc1NC(=O)c1ccco1	0.8	2.2	-5	21	1
36	CC(C)(C)NC(=O)CSc1nnc(-c2ccncc2)o1	0.4	0.8	0	-37	3

No.	NPY-Y2 PAM-ag	S1P4 antag	S1P4 ag	EP2 mod
25	15	8	-0.3	-48
26	8	-11	-1.2	-25
27	3	2	-2.1	10
28	-24	2	-0.4	.
29	-9	-10	1.3	-11&12
30	-10	-4	-0.1	56
31	0	-2	-1.1	37
32	0	-26	1.8	2
33	-35	1	2.4	-5
34	16	-24	-1.4	-17
35	9	-10	0.1	5&-15
36	19	-10	1.7	15

New compounds follow.
No.	mol	TRPN1 ag	TRPML3 agonist	NPY Y1 blocker	CHOP inh	NPY-Y1 PAM-ag
37	CCOc1ccc(NC(=O)CSc2nnc(Cn3cnc([N+](=O)[O-])n3)n2CC)cc1	-1.0	0.3	6	15	-6
38	O=C(COC(=O)C1CC2C=CC1C2)NCc1ccco1 (stereo not given)	0.2	0.6	0	-6	-8
39	NC(=O)c1sc2nc3c(cc2c1N)CCC3	-1.7	0.0	1	9	10
40	O=[N+]([O-])c1ccc(Cl)cc1Sc1nc2ccccc2o1	-1.4	0.2	7	2	-37
41	Cn1/c(=N/N=C/c2ccc([N+](=O)[O-])cc2)sc2ccccc21	2.5	1.2	-5	-19	8
42	Cc1ccc(/C=N/n2nnnc2N)cc1[N+](=O)[O-]	-1.1	0.0	-4	-13	-25
43	O=C(CSc1nnc(-c2ccccc2)n1Cc1ccccc1)NC1CC1	-0.5	0.5	-3	6	-6
44	O=C(CSc1ncn[nH]1)c1ccc(OC(F)F)cc1	-0.8	0.5	2	-36	17
45	COCCn1c(C)cc(C(=O)COc2ccc(C)nc2[N+](=O)[O-])c1C	2.4	1.1	-1	58	2

No.	NPY-Y2 PAM-ag	S1P4 antag	S1P4 ag	EP2 mod
37	-1	4	-2.4	3
38	-7	-10	0.5	19
39	9	-5	-1.4	-7
40	-8	16	-3.6	42
41	0	11	0.1	5
42	-6	-6	-0.2	-34
43	-2	-22	-0.7	-1
44	-4	13	0.5	3
45	-7	-2	1.2	-30
